Screening data from PubChem.
RmlCD inh mix: RmlC/RmlD inhibition, mixture screen | RmlC/RmlD coupled enzyme inhibition, 384-well mixture HTS | inhibition, % at 5.5 µM | hit rate 0.39% among 110,000 | AID 1532; in the data active = inhibition above about 30%, passing the limit was not always enough; inconclusive = no clear call, values can overlap the other calls; note: strong numbers were not always called active
RT RNaseH block: blocks HIV-1 RNase H cleavage of RNA/DNA duplex. P04585. RT-RNase H RNA/DNA duplex cleavage, fluorescence. inhibition, % at 10 µM. hit rate 1.9% among 65,000; in the data active = inhibition above about 50%
Active calls of the source: *; ? = inconclusive; . = not tested or not shown. Not all compounds are listed, so the mix of outcomes need not match the whole.

mol	RmlCD inh mix	RT RNaseH block
CC(C)c1ncc(C(O)c2cccc3ccccc23)n1C (centres undefined)	-8.4	-2.3
COCc1ccc(O)c2ncccc12	4.6	.
CC(C)(C)OC(=O)NCCCCc1cn(CC(=O)N2CCN(C(=O)OC(C)(C)C)CC2)nn1	-14.7	.
CCOc1ccc(-n2c(O)c(C=NCCN(CC)CC)c(=O)[nH]c2=O)cc1	-3.9	-5.7
CCC1=C(OC(=O)N(CC)CC)N2C(=O)OC(=NCCc3c[nH]c4ccccc34)[C@]2(Cc2ccccc2)[C@H]2C1=CC[C@H]1C(=O)N(CC)C(=O)[C@H]12	-6.9	.
COc1cccc(C2=NOC(C(=O)NCc3ccc(F)cc3)C2)c1 (centres undefined)	.	0.7
CCCCCCn1c(N2CCN(c3cccc(Cl)c3)CC2)nc2c1c(=O)[nH]c(=O)n2C	17.1	-7.2
COc1ccc(-n2c(SCC(=O)Nc3nc(C)cs3)nnc2-c2ccoc2C)cc1	7.0	.
CCOc1ccc(CCNC(=O)CN2CCN(Cc3ccccc3F)C2=O)cc1OCC	-10.5	.
CCOC(=O)c1ccc(NC(=S)NCCCN2CCCCC2)cc1	0.7	.
CC1CN(C)C(C)CC1NCc1ccc2c(c1)OCO2 (centres undefined)	3.2	7.5
Cc1ccc(C(=O)ONc2ccc(N=NC(=O)c3ccccc3O)cc2)cc1	5.1	.
O=C(NCc1cccnc1)c1sc2cc(Cl)ccc2c1Cl	-11.4	.
CC(=O)OCC(=O)c1ccc2ccn(C(C)=O)c2c1	-20.3	-10.1
CN(C)S(=O)(=O)c1ccc(C(=O)OCc2ccc(C#N)cc2)cc1	-2.7	-21.6
O=C(NCc1cccnc1)C1CCN(S(=O)(=O)c2cccs2)CC1	-8.6	-10.4
Fc1ccc(CSc2nnc(Cc3sc(-c4ccccc4)nc3-c3ccccc3)o2)cc1	0.7	.
COc1ccc(/C=C/c2ccncc2)cc1OC	-3.6	.
CC1(C)Cc2cccc(OCC(=O)Nc3cccnc3)c2O1	4.4	-35.8
Cc1cccc(C)c1NC(=O)c1c(C)nn(-c2ccccc2)c1Cl	8.1	.
C=CCn1c(COc2cccc(C)c2)nnc1SCC(=O)NC(=O)NCc1ccco1	10.6	43.7
CN1C(=O)CC(N2CCC(c3nc4ccccc4[nH]3)CC2)C1=O (centres undefined)	-4.7	-1.5
CC1CCCCN1c1nnc(N)s1 (centres undefined)	0.5	10.9
O=C(Nc1ccccc1N1CCCCC1)c1ncoc1-c1ccc(F)cc1	14.0	8.4
C[C@H]1CC[C@]2(O[C@@H](CCO)C[C@H](O)[C@H]2O)O1	-461.3	.
COc1ccc(-c2cc(C(=O)N3CCOCC3)c3cc(C)ccc3n2)cc1	19.7	2.8
COc1cccc(N/C=C/C(=O)c2ccc(Br)cc2)c1	-13.5	.
COC(=O)c1cc2sc(Cl)cc2n1Cc1nc(-c2ccccc2)oc1C	2.4	.
CC(C)(C)NC(=O)CN(C(=O)CNS(=O)(=O)c1ccccc1)c1ccc2c(c1)OCCO2	7.5	.
CN1/C(=C/C2CC(=O)N(c3cccc4ccccc34)C2=O)C(C)(C)c2ccccc21 (centres undefined)	6.3	.

Some values from the results shown.
In RT RNaseH block, `CC1(C)Cc2cccc(OCC(=O)Nc3cccnc3)c2O1` has the entry -35.8
In RmlCD inh mix, `O=C(NCc1cccnc1)c1sc2cc(Cl)ccc2c1Cl` has the entry -11.4

Additional structures:
mol	RmlCD inh mix	RT RNaseH block
O=C1c2ccccc2C(=O)N1CCOCCN1C(=O)c2ccccc2C1=O	6.4	-16.8
O=C(NCc1cccs1)c1nc2ncccn2n1	-3.4	-15.9
CCN1CCN(Cc2ccc(NC(=O)c3cc(NC(=O)c4ccno4)cc(OC)c3)cc2C(F)(F)F)CC1	8.3	.
CCOC(=O)c1[nH]c(C)c(CN(CCc2ccc(OC)c(OC)c2)C(=O)CCCC(=O)O)c1C	5.8	6.2
O=C(COc1ccc(Cl)cc1Br)NNC(=O)C(=O)N1CCCCC1	6.0	.
CCCCC1=CC2=CC(=O)C(C)(OC(=O)CC)C(=O)C2=CN1c1cccc(C#N)c1 (centres undefined)	9.8	.
CC1CCOC2(O1)C(=O)N(CN1CCN(c3ccccc3F)CC1)c1ccccc12 (centres undefined)	.	-18.2
O=C(Nc1ccccc1C(=O)OCC(=O)N1CCc2ccccc2C1)c1ccco1	4.9	-12.3
CCC(=O)N1CCc2cc(Br)cc(S(=O)(=O)CCC(=O)NCCc3ccccc3)c21	6.2	.
Cc1nc2c(-c3ccccc3)c(C)nn2c(C)c1CCC(=O)NC(C)CCc1ccco1 (centres undefined)	1.6	.
CC(C)C(=O)N1c2ccccc2NC2=C(C(=O)CCC2)C1c1ccc(N(C)C)cc1 (centres undefined)	-3.9	2.3
COc1ccc2nc(Nc3ccc4c(c3)OCO4)sc2c1	8.0	-5.9
O=[N+]([O-])c1ccc2nc(SCc3ccccc3Cl)sc2c1	-1.6	.
N#C/C(=C\c1cc([N+](=O)[O-])c(N2CCCCC2)cc1N1CCCCC1)c1nn(-c2ccccc2)c(N)c1C#N	-14.9	.
COC(=O)C(O)(c1c(C)[nH]c2ccccc12)C(F)(F)F (centres undefined)	-7.3	.
O=S(=O)(c1ccc(Oc2ncnc3scc(-c4ccccc4)c23)cc1)N1CCOCC1	-7.0	16.4
COc1ccc2c(c1)Cc1sc(NC(=O)c3ccccc3)nc1-2	-14.6	.
C[C@@H]1CC=C[C@H]2[C@H]1C(=O)N(Cc1ccccc1)[C@H]2c1ccc2ccccc2c1/C=C/c1ccccc1	-3.3	.
CCC(=O)OCc1c(C(F)(F)F)nn(C)c1Oc1cccc(C(F)(F)F)c1	12.2	.
CC1=CC(C)C2C(=O)N(CCCN(C)C)C(=O)C2C1 (centres undefined)	12.5	2.0
COc1ccc(CC(=O)Nc2ccc(S(=O)(=O)Nc3nc(C)cc(C)n3)cc2)cc1	6.3	.
Cc1ccnc(Nc2nc3ccccc3o2)n1	-12.3	-8.3
CCCN(C(=O)c1cccs1)c1nnc(-c2ccncc2)s1	.	-11.1
COc1ccc(CCn2c(O)c(C=NC3CC3)c(=O)[nH]c2=O)cc1OC	1.8	-11.9
Cc1ccn2cc(CCNC(=O)C3CCCCC3)nc2c1	10.2	.
CCN1C(=O)N[C@@H](c2ccc(Br)cc2)C(C(=O)OC)=C1C	-11.7	.
Nc1c(N)c2ccccc2oc1=O	22.4	.
COc1nonc1NC(=O)CSc1nc2ccccc2[nH]1	4.8	-24.4
CCn1c(SCC(=O)Nc2sc3c(c2C(N)=O)CCC(C)C3)nnc1-c1ccco1 (centres undefined)	22.7	.
CCN(CC)CCCNC(=O)c1cc(-c2cccc(Cl)c2)on1	1.6	-16.0

Given as labelled records: entries from further up.
compound: CCN(CC)CCCNC(=O)c1cc(-c2cccc(Cl)c2)on1
  RmlCD inh mix: 1.6
  RT RNaseH block: -16.0

compound: O=S(=O)(c1ccc(Oc2ncnc3scc(-c4ccccc4)c23)cc1)N1CCOCC1
  RmlCD inh mix: -7.0
  RT RNaseH block: 16.4

(list continues)
mol	RmlCD inh mix	RT RNaseH block
O=C(Nc1ccc(Cc2ccncc2)cc1)C1CC1	-13.5	-5.6
CC1=C(C(=O)Nc2ccccc2F)C(c2ccsc2)C2=C(CC(c3ccccc3)CC2=O)N1 (centres undefined)	-5.8	.
Cc1nc2ncnn2c(C)c1Cc1ccc(Cl)cc1F	.	-14.8
Cc1ccc(N(CC(=O)Nc2ccc3c(c2)OCCO3)S(=O)(=O)c2c(C)n[nH]c2C)cc1	4.6	-9.0
CC1(C)CC(=O)C2=C(C1)Nc1ccccc1NC2c1ccc2c(c1)OCO2 (centres undefined)	10.3	-6.4
CC1=CC(C)(C)N2C(=O)C3(C(C#N)=C(N)OC4=C3C(=O)CC(C)(C)C4)c3cccc1c32 (centres undefined)	-0.3	8.8
Cc1cccc(NCCC(=O)c2ccc(Br)cc2)c1	3.9	.
Cc1cccc(C)c1N1CCN(C(=O)Nc2ccc3c(c2)OCCO3)CC1	0.7	.
O=C(c1ccc(Cl)cc1)C1CCN(C(=O)C2CC2)CC1	-12.4	.
CCOC(=O)c1sc(NC(=O)CSc2nnc(C(C)C)n2C)nc1C	-4.5	.
Cc1ccc(/C=N/N2CCN(c3ccc(Cl)cc3)CC2)o1	-7.2	.
COc1cccc(C(=O)Nc2ccc(S(=O)(=O)Nc3onc(C)c3C)cc2)c1	-11.4	-8.9
Cc1ccccc1-n1c(SCc2c(C)noc2C)nnc1-c1c[nH]c2ccccc12	6.2	1.2
CN1CC(=O)N(CC(=O)NCCc2ccc(F)cc2)c2ccccc2C1=O	-9.7	-3.7
COc1cccc(-c2nc3n(n2)C(c2ccc4c(c2)OCO4)C(C(N)=O)=C(C)N3)c1 (centres undefined)	-10.2	-1.4
Oc1ccc(Br)cc1-c1nc2cnccn2c1NC1CCCCC1	-7.3	.
Cc1c(C(=O)NCc2ccccc2)cnn1-c1ccccc1	32.1	.
Cc1ccc(S(=O)(=O)NCCCCCC(=O)Nc2nccs2)cc1	1.9	-2.4
CSCCC(NC(=O)OC(C)(C)C)C(=O)NC(CC(C)C)C(N)=O (centres undefined)	-9.0	-2.3
CCCC12CN3CC(C)(CN(C1)C3c1ccc(OC)cc1)C2=O (centres undefined)	7.2	-2.1
O=C(CC1NCCNC1=O)Nc1ccc2c(c1)OCO2 (centres undefined)	10.6	.
O=C(Nc1ccc(F)cc1)c1ccc(-n2ccnc2)nc1	3.0	.
CCOc1ccc(C(=O)N/N=C/c2cccc3cccnc23)cc1	-2.5	.
Cc1ccc(Cn2nnc3c(=O)n(CC(=O)NCc4ccc5c(c4)OCO5)cnc32)cc1	-4.6	-5.8
CC1CCN(C(=O)c2ccc(S(=O)(=O)N(C)C)cc2)C(C)C1 (centres undefined)	-13.7	.
Cc1cc(C[n+]2ccccc2)c2nsnc2c1	12.4	.
CC(C)N1CC(O)=C(c2nc3ccccc3[nH]2)C1=N	-15.3	-6.9
C/C(=N\NS(=O)(=O)c1ccc(Cl)c([N+](=O)[O-])c1)c1cc2ccccc2o1	-13.6	.
Cc1sc2nc(C(C)C)nc(SCC(=O)N3CCN(C(=O)c4ccco4)CC3)c2c1C	38.8	3.4
O=C(COc1ccccc1Br)N1CCN(c2ccccc2)CC1	13.6	.
N#C/C(=C(/O)CN1CCN(c2ccccc2F)CC1)c1nc(-c2ccc(Cl)cc2)cs1	6.6	.
CC1CCC(C(C)C)C(OC(=O)CSc2nccc(=O)[nH]2)C1 (centres undefined)	5.3	.
Cc1ccc(C(=O)NCC(=O)NCC(=O)OCc2ccc(Oc3ccc([N+](=O)[O-])cc3)cc2)cc1	31.9	.
CC(=O)N(C)c1ccc(OCC(O)CN(Cc2ccco2)S(=O)(=O)c2ccc(C)cc2)cc1 (centres undefined)	-6.3	-31.4
Cc1cc(C)c(S(=O)(=O)c2ccccc2C)c(Oc2ccccc2)n1	4.1	.
COc1ccc(CCNC(=O)CN2CCN(c3ccccc3Cl)CC2)cc1	9.6	.
CCC(C)Sc1nnc(-c2c[nH]c3ccccc23)n1CCOC (centres undefined)	12.5	-8.3
CCN1CCN(C(=O)c2ccccc2N(C)S(=O)(=O)c2ccc(C)cc2)CC1	2.4	1.3
COc1cc2c(cc1OC)CN(S(C)(=O)=O)CC2	7.0	-1.4
O=C(CN1C2=NCCCN2c2ccccc21)c1ccc2c(c1)OCO2	4.9	-5.3
CCn1c(=O)cc(SCC(=O)N2CCOCC2)c2ccccc21	13.4	-28.2
Cn1nnc2cc(C(=O)NCc3ccc4c(c3)OCO4)ccc21	5.2	-15.1
O=S(=O)(c1ccc(F)c2ccccc12)N1CCCCC1	?	-30.7
CCOC(=O)c1c(NC(=O)Cn2c(=O)oc3ccccc32)oc(C)c1C(C)=O	6.2	-7.0
COc1ccc(OCC(=O)OCCN(C)C)cc1	8.8	-2.6
O=C(CNC(=O)c1ccc(Cl)cc1Cl)OCC(=O)c1ccc2c(c1)OCCO2	-18.4	.
CCc1ccc2c(c1)C1(NN=C(c3cccc4ccccc34)S1)C(=O)N2 (centres undefined)	-14.4	.
Cc1nc(NC(=O)c2ccccc2)sc1-c1csc(Nc2ccc(Cl)cc2Cl)n1	-13.1	.
C=CCOc1c(Cl)cc(CNc2ccc(C)c(Cl)c2)cc1OC	-9.1	.
CC(C)(C)OC(=O)NNC(=O)c1ccc(Cl)cc1	5.0	.
CC(NC(=O)C1CCCC1)c1ccc2c(c1)OCCO2 (centres undefined)	9.5	.
OC(Cn1cncn1)(Cn1cncn1)c1ccc(F)cc1F	10.4	.
O=C1C(=O)N(CCOCCO)C(c2ccccn2)/C1=C(\O)c1ccccc1 (centres undefined)	9.2	-15.3
CCC(CC)C1C(C#N)=C(N)SC(N)=C1C#N	16.5	.
N[C@@H](Cc1ccccc1)c1nnc2sc(SCc3ccccc3)nn12	2.9	28.1
